High-throughput results deposited in PubChem by several laboratories.
BioA inh – M. tuberculosis BioA enzyme inhibitors, primary screen, biochemical, plate reader, single point, HTS; purified M. tuberculosis BioA enzyme; actives 0.096% (n = 360,000); inhibition, % at 9.99 µM; in the data active = inhibition above about 40%
PriA SSB inh – inhibitors of Klebsiella pneumoniae PriA binding to SSB C-terminal tail, primary screen, biochemical, AlphaScreen; AID 1272365, 2023; PriA–SSB C-terminal tail interaction (Klebsiella pneumoniae); inhibition, % at 33 µM; AlphaScreen SSBct-PriA binding, biotinylated peptide; actives 0.6% (n = 430,000); in the data active = inhibition mostly above about 37%, no sharp cut-off; inactive = mostly below about 20%;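 note: plate controls were negative control peptide for no effect and reference peptide for full effect; strong numbers were not always called active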
SARS 3CLpro inh – SARS-CoV 3CLpro protease inhibitors, primary screen, biochemical, quenched FRET; recombinant SARS-CoV 3CLpro, quenched FRET peptide cleavage; actives 0.14% (n = 290,000); Replicase polyprotein 1ab (Severe acute respiratory syndrome coronavirus), P0C6X7; AID 1706, 2009; inhibition, % at 6 µM; in the data active = inhibition above about 12%
BH1578 lux ind – inducers of Vibrio cholerae quorum light production without autoinducers, primary screen, BH1578 luxS cqsA deficient, single point; V. cholerae BH1578 lux reporter, luminescence, 6 h; activation, % at 18.7 µM; actives 0.16% (n = 350,000); AID 588436, 2011; in the data active = activation mostly above about 9.7%, no sharp cut-off; note: not every result past the cut was called active; inactives centre near 0; reference of the scale not given here
GDH-TPI counter – GDH-TPI coupling enzyme inhibitors, primary screen, artefact control for M. tuberculosis FBA inhibitor project, biochemical, absorbance, full deck; inhibition, % at 4.8 µM; actives 1.2% (n = 360,000); GDH-TPI coupled enzyme counterscreen, NADH absorbance; AID 588335, 2011; in the data active = inhibition above about 30%;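 note: 0% = DMSO wells and 100% = wells lacking the enzyme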
Rv3671c inh – Rv3671c serine protease inhibitors, primary screen, biochemical, fluorescence polarization, M. tuberculosis H37Rv; inhibition, % at 5.96 µM; actives 0.048% (n = 320,000); AID 2606, 2010; P9WHR9; in the data active = inhibition above about 38%;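 note: extracellular domain of Rv3671c used as enzyme; 0% = enzyme with DMSO and 100% = no enzyme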
Target sequence (P9WHR9 whole entry, looked up, the tested form may be a part): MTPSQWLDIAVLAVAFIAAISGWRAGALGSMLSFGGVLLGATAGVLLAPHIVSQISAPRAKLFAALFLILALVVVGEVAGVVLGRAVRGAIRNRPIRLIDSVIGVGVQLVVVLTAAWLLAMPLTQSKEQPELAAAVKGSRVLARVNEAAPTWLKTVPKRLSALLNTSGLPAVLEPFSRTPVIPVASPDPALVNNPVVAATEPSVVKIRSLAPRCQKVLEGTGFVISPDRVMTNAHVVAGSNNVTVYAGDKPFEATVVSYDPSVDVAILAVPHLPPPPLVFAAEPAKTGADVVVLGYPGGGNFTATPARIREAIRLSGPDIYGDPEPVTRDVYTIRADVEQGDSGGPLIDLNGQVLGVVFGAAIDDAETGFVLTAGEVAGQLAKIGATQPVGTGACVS
Mtb FBA inh – Mtb FBA enzyme inhibitors, primary screen, biochemical, fluorescence, strain H37Rv | inhibition, % at 1 µM | actives 2.3% (n = 360,000) | purified M. tuberculosis FBA, fluorescence read-out | AID 588726, 2011; in the data active = inhibition above about 27%;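 note: 0% = vehicle and 100% = reference inhibitor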
Target sequence (P9WQA3 whole entry, looked up): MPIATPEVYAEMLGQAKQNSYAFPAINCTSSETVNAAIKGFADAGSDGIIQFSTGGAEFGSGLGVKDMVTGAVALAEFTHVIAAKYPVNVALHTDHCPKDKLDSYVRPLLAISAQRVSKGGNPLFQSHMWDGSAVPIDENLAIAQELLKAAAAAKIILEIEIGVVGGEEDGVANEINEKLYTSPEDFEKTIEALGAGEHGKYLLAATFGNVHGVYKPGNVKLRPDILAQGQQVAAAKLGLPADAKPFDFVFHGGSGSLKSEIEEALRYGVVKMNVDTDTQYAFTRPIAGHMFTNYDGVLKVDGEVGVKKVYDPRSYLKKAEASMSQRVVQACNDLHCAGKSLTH
Mtb UGM inh – M. tuberculosis UGM enzyme inhibitors, primary screen, biochemical, fluorescence polarization, single point; UDP-galactopyranose mutase (Mycobacterium tuberculosis (strain ATCC 25618 / H37Rv)), …; inhibition, % at 10 µM; actives 0.06% (n = 320,000); purified UGM, fluorescence polarization probe displacement; in the data active = inhibition above about 10%, passing the limit was not always enough
VHR inh abs – VHR1 phosphatase inhibitors, primary screen, biochemical, absorbance, uHTS; Dual specificity protein phosphatase 3 (Homo sapiens), P51452; inhibition, % at 13.3 µM; AID 1654, 2009; recombinant VHR phosphatase, pNPP absorbance; actives 0.52% (n = 290,000); in the data active = inhibition above about 50%; note: some compounds called inactive have numbers as strong as hits
Target sequence (P51452 whole entry, looked up): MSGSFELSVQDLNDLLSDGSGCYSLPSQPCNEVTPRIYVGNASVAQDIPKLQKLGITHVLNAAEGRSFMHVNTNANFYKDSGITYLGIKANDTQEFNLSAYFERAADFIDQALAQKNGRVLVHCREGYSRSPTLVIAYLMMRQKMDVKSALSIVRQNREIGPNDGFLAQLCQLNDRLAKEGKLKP
MazEF act – activators of E. coli MazEF toxin-antitoxin RNase, primary screen, biochemical, fluorescence, uHTS; Endoribonuclease toxin MazF (Escherichia coli (strain K12)), P0AE70; FAM/BHQ RNA-DNA oligo cleavage fluorescence, 5 h; activation, % at 20 µM; actives 0.32% (n = 350,000); AID 504720, 2011; in the data active = activation above about 50%
Target sequence (P0AE70 whole entry, looked up): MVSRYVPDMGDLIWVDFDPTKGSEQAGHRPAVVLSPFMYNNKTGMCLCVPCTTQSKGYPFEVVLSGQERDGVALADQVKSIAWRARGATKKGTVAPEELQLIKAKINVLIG
An asterisk follows results filed as active; i = inactive; . = no result given. This is a subset; rates above refer to the full screens.

SMILES | BioA inh | PriA SSB inh | SARS 3CLpro inh | BH1578 lux ind | GDH-TPI counter | Rv3671c inh | Mtb FBA inh | Mtb UGM inh | VHR inh abs | MazEF act
CCCN(CCC)S(=O)(=O)c1ccc(NS(C)(=O)=O)cc1 | -0.7 | -10 | -3 | 2.2 | 0 | -8 | 1 | -3.6 | -1 | 1
CCOC(=O)Cn1cnc(-c2ccc([N+](=O)[O-])cc2)c1 | -0.8 | 3 | 0 | -0.6 | 21 | -3 | 1 | 2.9 | -10 | 3
Cc1c(O)c2c3c(cccc3c1O)C(=O)N(c1ccccc1)C2=O | -13 | -6 | 0 | -0.7 | 4 | 2 | -13 | -11 | -11 | -35
CCCc1cc(=O)oc2cc(C)cc(OC(C)C(=O)NCc3ccccn3)c12 (centres undefined) | -1.3 | -15 | -5 | -0.3 | 13 | 2 | 65* | -1.9 | -31 | 3
Nc1ccc2ccccc2c1N=Nc1ccccc1 | -2.2 | 18 | . | i | 3 | . | -16 | . | . | -2
O=C(Nc1ccon1)c1cc2ccccc2oc1=O | -3.2 | -1 | -2 | -0.2 | 0 | -3 | 5 | 4.0 | 19 | -10
CC(=O)N(C)c1ccc(NS(=O)(=O)Cc2ccccc2)cc1 | 1.3 | -1 | 2 | -1.4 | 14 | -6 | -1 | 0.4 | 4 | -12
CN(C(=O)Nc1cnccc1C(F)(F)F)C1CCCCC1 | -2.3 | -9 | -3 | i | -1 | -5 | 0 | -2.2 | 25 | -1
Cc1nc(-c2ccccc2O)n(-c2ccccc2)n1 | 0.1 | -9 | 0 | -0.6 | -5 | -4 | 4 | 2.9 | -16 | 1
CCc1nnc(NC(=O)CSc2nnc(Cc3cccn3C)n2C)s1 | 1.7 | 7 | -3 | 0.1 | -4 | 7 | 2 | 1.8 | 19 | 6
O=C1N=NC2=C1c1c3ccccc3c(O)n1CC2 | . | 0 | 0 | i | 13 | -7 | -3 | 0.8 | -1 | 11
CCc1nc2c(OCc3ccc4c(c3)OCO4)cccn2c1N(C=O)Cc1ccccc1 | -1.2 | . | . | -0.3 | 3 | . | 2 | . | . | .
CCOC(=O)c1cnc2ccc(OCC)cc2c1NCCN1CCOCC1 | 1.1 | 3 | 0 | -1.0 | 18 | -2 | 7 | 1.0 | 15 | -9
Cc1ccnc(NC(=O)c2ccc(Cl)c(NC(=O)c3ccccc3C)c2)c1 | 5.6 | -17 | 3 | i | 11 | -2 | 1 | 1.6 | -8 | -1
OCCCNc1c2ccccc2nc2ccccc12 | -1.0 | 1 | 1 | -0.8 | 10 | 3 | 23 | -1.3 | -30 | -4
COc1ccccc1/C=C/C(=O)Nc1ccc2c(c1)OCCO2 | 0.6 | 13 | -1 | i | 23 | -1 | -2 | -0.9 | -7 | 4
N#CC(Sc1ccccn1)c1ccc(Cl)cc1Cl (centres undefined) | . | -17 | 1 | 0.9 | 9 | -13 | 4 | -2.1 | 38 | -4
CCc1ccccc1NC(=S)N(CCN(C)C)C(C)c1ccccn1 (centres undefined) | -1.6 | 28 | -1 | -1.0 | 14 | -1 | 0 | -1.1 | -6 | -4
C=CCn1c(C23CC4CC(CC(C4)C2)C3)n[nH]c1=S | 7.5 | -3 | 6 | i | -3 | . | 0 | . | 13 | 1
CCn1c(CSc2nnc(-c3ccncc3)n2C)nc2cc(C(=O)O)ccc21 | -1.2 | -6 | 4 | -0.3 | 10 | 22 | 5 | -2.3 | 11 | -14
COc1ccc(Cl)cc1S(=O)(=O)NCc1cccs1 | 3.0 | -22 | -4 | -0.7 | -13 | -4 | 1 | 0.3 | 12 | 0
COCCNC(=O)NC1(C(F)(F)F)Oc2ccc(Cl)cc2O1 (centres undefined) | -0.9 | -8 | -3 | -3.8 | -4 | 7 | 3 | -1.8 | -2 | 2
CCOC(=O)c1ccccc1Oc1c(F)c(F)nc(NCCO)c1F | . | 2 | -2 | -6.2 | -7 | -16 | -4 | -1.8 | 10 | -4
O=C(NC1CCSc2ccccc21)c1cccc([N+](=O)[O-])c1 (centres undefined) | 1.6 | 13 | -2 | i | 14 | -9 | 0 | 2.4 | 6 | -3
NC(=O)Cn1nc([N+](=O)[O-])nc1Oc1ccccc1C(=O)N1CCOCC1 | . | 0 | 3 | i | -5 | 6 | -2 | 1.5 | 23 | 9

The last 2 records of the part above open the next one:
SMILES | BioA inh | PriA SSB inh | SARS 3CLpro inh | BH1578 lux ind | GDH-TPI counter | Rv3671c inh | Mtb FBA inh | Mtb UGM inh | VHR inh abs | MazEF act
O=C(NC1CCSc2ccccc21)c1cccc([N+](=O)[O-])c1 (centres undefined) | 1.6 | 13 | -2 | i | 14 | -9 | 0 | 2.4 | 6 | -3
NC(=O)Cn1nc([N+](=O)[O-])nc1Oc1ccccc1C(=O)N1CCOCC1 | . | 0 | 3 | i | -5 | 6 | -2 | 1.5 | 23 | 9
COC(C[C@H](O)C[C@@H](O)[C@H](C)OCc1ccccc1)OC | -0.3 | -6 | . | -0.2 | 8 | . | 1 | . | 26 | 12
Cc1ccc(C(=O)N[C@H](C(=O)NC2CCCCCCC2)C(C)C)cc1 | 3.2 | -3 | . | i | -6 | 3 | 1 | -1.8 | . | -1
CC1(NC(=O)N2CCOCC2)CCS(=O)(=O)C1 (centres undefined) | -6.6 | -8 | 4 | -0.4 | 11 | 2 | 2 | 0.8 | -11 | -4
Cc1ccccc1N1C(=O)CSC1=C(C#N)C#N | 0.3 | -10 | 6 | 0.6 | 0 | -9 | -1 | . | 19 | -1
CCN(CC)S(=O)(=O)c1cccc(C(=O)NCC2CCCO2)c1 (centres undefined) | -0.4 | -6 | 5 | 1.5 | -2 | 0 | 1 | 2.3 | 12 | 2
CC(C)(C)c1ccc(CC(=O)N2CCC2(C)C(=O)N2CCCCC2)cc1 (centres undefined) | 0.7 | . | . | -0.2 | -2 | . | 3 | . | . | .
CCN(CC)S(=O)(=O)c1ccc(-c2cn3ccc(C)cc3n2)cc1 | -1.3 | -7 | -5 | -0.4 | 5 | -2 | 140* | -0.1 | 26 | 6
COc1cc2c(cc1OC)C(c1ccccc1C(F)(F)F)CC(=O)N2 (centres undefined) | -1.4 | -9 | 2 | -0.5 | -2 | 6 | 3 | 0.1 | 9 | 3
COc1ccc(S(=O)(=O)NC2CCCCC2)cc1C(=O)N1CCCCC1 | -1.6 | -11 | -7 | -15 | 19 | 2 | 0 | 2.5 | 10 | 0
CCOC(=O)c1sc(NC(=O)c2cccnc2)c(C#N)c1C | -0.8 | 4 | -1 | . | 12 | 5 | 1 | -0.4 | 7 | -5
Cc1cc(C)cc(NC(=O)COC(=O)CCC2CCCC2)c1 | 0.3 | -36 | . | i | 8 | -14 | 1 | . | . | 6
COc1ccc(OCC(=O)N2CCN(Cc3ccc4c(c3)OCO4)CC2)cc1 | 0.5 | -11 | 0 | -0.3 | 1 | 5 | -3 | -1.7 | 29 | -7
COc1ccc(S(=O)(=O)Nc2cccc(-n3cnnn3)c2)cc1OC | -1.2 | 1 | -2 | -0.4 | 11 | -19 | 1 | -1.8 | 39 | 5
CCOc1ccc(C(=O)Nc2c3c(nn2-c2cccc(Cl)c2)CS(=O)C3)cc1 (centres undefined) | . | -6 | -5 | -0.2 | 1 | -4 | -1 | 2.0 | 14 | -3
O=C(c1ccccc1F)N1CCN(S(=O)(=O)c2ccc(S(=O)(=O)N3CCCCC3)cc2)CC1 | . | -9 | -1 | i | 13 | 4 | 4 | 0.4 | 17 | 1
CCOC(=O)c1c(P(=O)(N2CCOCC2)N2CCOCC2)noc1N | -1.9 | -25 | 2 | -0.8 | -1 | -2 | -5 | 3.1 | 53* | 7
CCOC(=O)Cc1csc(NC(=O)COc2ccccc2OC)n1 | -0.6 | -8 | -1 | -0.2 | 7 | -5 | 0 | 2.8 | 12 | 5
O=C1CC(C(=O)Nc2ncccn2)C(c2ccccc2)O1 (centres undefined) | . | -2 | 4 | i | -4 | 5 | -5 | 1.8 | -15 | 4
CSc1nsc(/C=C/Nc2ccc(Cl)cc2)c1C#N | 2.0 | 6 | -7 | i | 10 | 9 | 6 | -2.8 | -5 | 3
C=CCNC(=S)Nc1sc2c(c1C(=O)OCC)CC(C(C)C)OC2 (centres undefined) | -2.7 | 60* | 6 | i | 32* | 0 | 1 | . | 10 | -4
COC(=O)CCC(=O)OC1(C)C(=O)C=C2C=C(C3CC3)N(C3CC3)C=C2C1=O (centres undefined) | -0.7 | -3 | . | -2.1 | 21 | -38 | 0 | 0.1 | 11 | -5
O=C(NCCN1CCOCC1)C1CCC(CNS(=O)(=O)c2ccc(Cl)cc2)CC1 (centres undefined) | -0.8 | -10 | 1 | i | 3 | -3 | 2 | -1.3 | 10 | -13
COc1ccc([N+](=O)[O-])cc1NC(=O)C1C2C=CC(C2)C1C(=O)O (centres undefined) | -0.3 | -18 | 4 | i | 14 | 9 | 3 | -0.2 | 31 | 0
COc1ccc(CN2CCN(C(=O)COc3cccc(C)c3)CC2)c(OC)c1 | 10 | -5 | -4 | 0.4 | -4 | . | -1 | . | 4 | -22
CN(C)/C=C(\C#N)C(=O)c1cccc(Oc2ccc(Br)cc2)c1 | 6.7 | -1 | 9 | i | 7 | -4 | -3 | -3.2 | -4 | 5
COCC(=O)Nc1cc(C)cn(Cc2c(F)cccc2Cl)c1=O | 2.6 | -4 | -7 | -0.7 | 1 | -4 | -2 | 1.9 | 31 | 8
CN(CC(=O)Nc1ccccc1Cl)C(=O)CCc1nc2ccccc2c(=O)[nH]1 | 0.1 | -4 | . | -0.3 | 16 | -2 | 5 | -1.2 | . | 0
Cc1cc(=O)oc2cc(NC(=S)NNC(=O)c3c(Cl)cnn3C)ccc12 | -5.8 | 0 | 4 | i | 35* | 1 | 83* | -1.4 | -7 | 2
c1ccc(CNc2nc(-c3ccccc3)nc3ccccc23)cc1 | -0.2 | -40 | 0 | i | -4 | -20 | 0 | -1.1 | 8 | 11
COc1ccc2cc(C(=O)C3CCCN(Cc4cnc(C)s4)C3)ccc2c1 (centres undefined) | . | 12 | -1 | -2.6 | 9 | 0 | 41* | -1.1 | 8 | 0

Whole records from above. Order of values: BioA inh | PriA SSB inh | SARS 3CLpro inh | BH1578 lux ind | GDH-TPI counter | Rv3671c inh | Mtb FBA inh | Mtb UGM inh | VHR inh abs | MazEF act
COc1ccc(S(=O)(=O)Nc2cccc(-n3cnnn3)c2)cc1OC as listed: -1.2 | 1 | -2 | -0.4 | 11 | -19 | 1 | -1.8 | 39 | 5
COc1ccc(S(=O)(=O)NC2CCCCC2)cc1C(=O)N1CCCCC1 as listed: -1.6 | -11 | -7 | -15 | 19 | 2 | 0 | 2.5 | 10 | 0
COC(=O)CCC(=O)OC1(C)C(=O)C=C2C=C(C3CC3)N(C3CC3)C=C2C1=O (centres undefined) as listed: -0.7 | -3 | . | -2.1 | 21 | -38 | 0 | 0.1 | 11 | -5
COc1ccc(OCC(=O)N2CCN(Cc3ccc4c(c3)OCO4)CC2)cc1 as listed: 0.5 | -11 | 0 | -0.3 | 1 | 5 | -3 | -1.7 | 29 | -7
O=C1CC(C(=O)Nc2ncccn2)C(c2ccccc2)O1 (centres undefined) as listed: . | -2 | 4 | i | -4 | 5 | -5 | 1.8 | -15 | 4
